# Screens (PubChem BioAssay)
# V-ATPase pH – alters yeast V-ATPase proton transport; S. cerevisiae, pHLuorin cytosolic pH fluorescence; response, % at 10 µM; 350,000 compounds, 0.37% hits; AID 504577; in the data active = response mostly above about 7.3%, no sharp cut-off; inactive = mostly below about 5.4%; note: actives read high; inactives centre near 0; some compounds called inactive have numbers as strong as hits; reference of the scale not given here
# RTF Ca sens act – cardiac RTF calcium sensitization; IANBD-labeled TnC RTF fluorescence at EC20 calcium; 0% EC20 calcium, 100% full calcium; AID 493008; activation, % at 7.2 µM; 340,000 compounds, 0.24% hits; P19429+P45379;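 active = activation above the mean over all tested compounds plus 3 SD, cut at about 30% in these data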;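 note: rise in fluorescence read as greater calcium sensitivity of cardiac thin filaments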
# RTF Ca sens inh – cardiac RTF calcium desensitization; inhibition, % at 7.15 µM; IANBD-labeled cardiac RTF, Ca2+ fluorescence; P19429+P45379; 340,000 compounds, 0.12% hits;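 active = inhibition above the mean inhibition of all tested compounds plus 3 SD, cut at about 17% in these data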;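 note: assay run at fixed EC70 calcium of 1.6 mM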
# CAL PDZ FP – blocks peptide binding to the human CAL PDZ domain | 300,000 compounds, 0.92% hits | Q9HD26 | purified CAL PDZ, TMR-peptide fluorescence polarization, 1 h | inhibition, % at 24.9 µM;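 active = mean inhibition of at least 30% with at least half of replicates also reaching 30%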;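 note: 0% = DMSO neutral control and 100% = excess unlabeled competitor peptide PRC23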
# OPRM1-OPRD1 ag – OPRM1-OPRD1 heterodimerization agonism. activation, % at 9.3 µM. 340,000 compounds, 0.3% hits. P35372+P41143. cells, luminescence; in the data active = activation above about 18%;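 note: 0% = vehicle-treated cells and 100% = reference agonist; values of inactives mirror those of a sister screen read the other way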
# HTR5A ag – activates human HTR5A in OPRM1-OPRD1 agonist counter-screen. P47898. HTR5A agonist assay, luminescence, cell-based. activation, % at 9.3 µM. 340,000 compounds, 0.61% hits. AID 504692; in the data active = activation mostly above about 9.5%, no sharp cut-off; inactive = mostly below about 7.6%;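 note: 0% = cells with vehicle only and 100% = reference agonist; strong numbers were not always called active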
# Target sequence (P47898 whole entry, looked up): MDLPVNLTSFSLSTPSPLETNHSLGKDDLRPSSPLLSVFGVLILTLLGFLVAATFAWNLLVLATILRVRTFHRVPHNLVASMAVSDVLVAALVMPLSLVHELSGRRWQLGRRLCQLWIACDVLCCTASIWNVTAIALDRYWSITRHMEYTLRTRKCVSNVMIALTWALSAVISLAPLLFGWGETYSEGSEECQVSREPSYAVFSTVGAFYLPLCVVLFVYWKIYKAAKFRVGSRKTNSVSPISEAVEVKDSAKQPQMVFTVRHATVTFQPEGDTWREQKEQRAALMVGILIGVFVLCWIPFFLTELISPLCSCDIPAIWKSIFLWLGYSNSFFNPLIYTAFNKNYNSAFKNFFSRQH
# MOR-DOR inv ag – mu-delta opioid heterodimer inverse agonism | inhibition, % at 9.3 µM | 340,000 compounds, 0.21% hits | cell-based MOR-DOR heterodimer luminescence | P35372+P41143; in the data active = inhibition above about 22%, passing the limit was not always enough;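 note: 0% = cells with DMSO and 100% = wells without cells with DMSO; values of inactives mirror those of a sister screen read the other way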
# C-LANA FP – KSHV C-LANA DNA binding inhibition | 340,000 compounds, 0.078% hits | AID 504423 | inhibition, % at 9 µM | MBP-C-LANA/FAM-LBS DNA binding, fluorescence polarization;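 active = highest replicate inhibition at or above 60% at 9 µM, even if other replicates fall short; inactive = all replicates below 60% inhibition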;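 note: 0% = neutral control wells and 100% = 4 µM acridine orange control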
# Keap1 Nrf2 FP – Keap1-Nrf2 (human) interaction inhibition. inhibition, % at 9.4 µM. AID 504523. Keap1 Kelch-Nrf2 peptide fluorescence polarization, 1536-well. 340,000 compounds, 0.15% hits; in the data active = inhibition above about 12%;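 note: human Keap1 Kelch domain with fluorescein labeled Nrf2 9mer peptide probe; 0% = neutral control wells and 100% = peptide positive control; higher means more block of Keap1 binding to Nrf2 peptide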
# Target sequence (Q14145 whole entry, looked up, the tested form may be a part): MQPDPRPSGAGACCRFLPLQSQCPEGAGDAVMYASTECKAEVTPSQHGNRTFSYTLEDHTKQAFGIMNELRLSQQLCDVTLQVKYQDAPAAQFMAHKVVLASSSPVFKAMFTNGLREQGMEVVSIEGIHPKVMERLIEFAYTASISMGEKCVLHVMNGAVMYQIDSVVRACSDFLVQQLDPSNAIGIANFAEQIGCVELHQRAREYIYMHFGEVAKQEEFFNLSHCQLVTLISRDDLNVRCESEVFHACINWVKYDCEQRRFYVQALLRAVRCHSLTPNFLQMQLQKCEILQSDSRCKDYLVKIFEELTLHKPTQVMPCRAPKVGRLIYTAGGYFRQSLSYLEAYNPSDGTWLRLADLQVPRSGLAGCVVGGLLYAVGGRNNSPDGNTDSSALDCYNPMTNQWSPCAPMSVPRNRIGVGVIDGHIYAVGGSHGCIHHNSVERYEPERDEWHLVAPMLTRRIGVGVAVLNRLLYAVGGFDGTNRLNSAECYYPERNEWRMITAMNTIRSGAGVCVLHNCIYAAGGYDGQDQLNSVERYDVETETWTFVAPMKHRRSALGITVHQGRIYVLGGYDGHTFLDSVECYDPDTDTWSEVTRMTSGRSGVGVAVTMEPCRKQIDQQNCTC
# HTR5A inv ctr – HTR5A inverse agonism, opioid heterodimer counter-screen | P47898 | HTR5A cell line, luminescence | inhibition, % at 9.3 µM | 340,000 compounds, 0.083% hits | AID 504634; in the data active = inhibition mostly above about 23%, no sharp cut-off; inactive = mostly below about 18%;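 note: 0% = cells with DMSO and 100% = no-cell wells with DMSO; some compounds called inactive have numbers as strong as hits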
# * hit, by the source's call; . = no result given.
SMILES,V-ATPase pH,RTF Ca sens act,RTF Ca sens inh,CAL PDZ FP,OPRM1-OPRD1 ag,HTR5A ag,MOR-DOR inv ag,C-LANA FP,Keap1 Nrf2 FP,HTR5A inv ctr
Cc1nc2ccc(NC(=S)NCCCO)cc2nc1C,0,4,-11,-3,4.4,-1,-25,-1.5,-5,3
Cc1ccc(-c2nc3ccccc3c(=O)n2NC(=S)N(C)C)cc1,-4,-4,-10,-1,1.4,1,-9,1.3,-4,-4
COc1ccccc1Nc1nc(N)nc(-c2cc3ccccc3o2)n1,0,-1,4,-11,6.5,2,-37,-1.3,-1,-10
COc1ccc2c(c1)c(CC(=O)OCC(N)=O)c(C)n2C(=O)c1ccc(Cl)cc1,-3,5,-4,-4,-1.7,2,9,-1.5,-2,-4
CCOc1ccc([N+](=O)[O-])cc1CNC1CCCCCCC1,-2,3,-3,-3,1.2,-3,-6,1.5,2,11
CC(=O)c1c(C)n(-c2ccccc2)c2ccc(O)cc12,3,3,-3,4,-2.9,8,15,-0.4,-6,-14
N#C/C(=C\c1c(N2CCCCCC2)nc2ccccn2c1=O)C(=O)NC1CCS(=O)(=O)C1 (configuration not stated),1,-1,4,-2,-0.9,1,5,2.8,-3,-8
CN1C=CC=C/C1=C1\SC(=S)N(c2ccccc2)C1=O,-2,-6,-6,-3,-1.8,-6,11,-0.2,-9,9
CN(C(=O)c1nn(C)c2c1CSc1ccccc1-2)c1ccccc1Cl,0,-4,0,-2,0.4,-3,-2,0.2,0,5
COc1ccc(OC)c(NC(=O)C2CCN(C(=O)c3cccs3)CC2)c1,1,-5,-6,-2,0.1,-2,-1,0.8,-2,7
Nc1nc(CN2CCOCC2)cs1,1,4,-3,1,-0.8,-1,4,2.4,1,5
CCN1CCN(C(=O)c2ccc(Cl)c(S(=O)(=O)N3CCOCC3)c2)CC1,1,2,1,1,-2.6,1,15,0.0,-4,-18

# Brought forward from above: three entries, then new ones.
SMILES,V-ATPase pH,RTF Ca sens act,RTF Ca sens inh,CAL PDZ FP,OPRM1-OPRD1 ag,HTR5A ag,MOR-DOR inv ag,C-LANA FP,Keap1 Nrf2 FP,HTR5A inv ctr
COc1ccc(OC)c(NC(=O)C2CCN(C(=O)c3cccs3)CC2)c1,1,-5,-6,-2,0.1,-2,-1,0.8,-2,7
Nc1nc(CN2CCOCC2)cs1,1,4,-3,1,-0.8,-1,4,2.4,1,5
CCN1CCN(C(=O)c2ccc(Cl)c(S(=O)(=O)N3CCOCC3)c2)CC1,1,2,1,1,-2.6,1,15,0.0,-4,-18
Cc1cc(Nc2ccccc2)n(-c2ccc(C(=O)O)cc2)n1,-1,2,-14,-6,-1.9,4,10,-0.3,-3,7
COc1cccc(N2C(C(C)=O)=NN(c3ccccc3)C2c2ccc(N3CCOCC3)cc2)c1 (configuration not stated),-4,4,8,-2,0.2,1,-1,1.9,-2,-17
Cc1ccc(CNC(=O)C2CCC(=O)N(Cc3ccccc3F)C2)s1 (configuration not stated),-2,5,3,0,-1.5,-2,8,-1.6,2,7
COc1ccc(NC(=S)NCCc2ccccc2)c(OC)c1,4,6,-1,-2,0.3,2,-2,-0.9,-3,-2
Cc1ccc(/C=C(/C#N)c2nc(CCN3C(=O)c4ccccc4C3=O)cs2)cc1,1,-3,-5,-5,-0.3,-4,2,-0.9,5,12
O=C(NC1CCc2ccccc21)C1CCN(S(=O)(=O)c2ccc(-n3cnnn3)cc2)CC1 (configuration not stated),-3,1,-7,0,-4.1,-1,17,-0.3,0,14
COc1ccc(NC(=O)c2sc3ncnc(N4CCN(c5ccccn5)CC4)c3c2C)cc1Cl,-4,-1,0,-2,3.2,1,-17,0.4,-8,-2
CCC(Oc1ccccc1)C(=O)Nc1ccccc1N1CCCC1 (configuration not stated),1,0,-4,3,6.2,-1,-42,0.3,0,-19
Nc1[nH]ncc1-c1ccccc1,0,-1,-13,-4,-0.9,-3,6,-0.7,-4,8
CCOC(=O)c1ccc(N2C(=O)CC(N3CCN(C/C=C/c4ccccc4)CC3)C2=O)cc1 (configuration not stated),-3,-7,-3,-3,0.5,3,-3,0.8,0,-8
CC(C)(C)C(=O)OCCn1c(=O)c2cc3c(=O)n(CCOC(=O)C(C)(C)C)c(=O)c3cc2c1=O,-3,7,-11,-1,0.6,-4,-3,-0.4,-2,4
Cc1nc(C)c(-c2ccc(SCC(=O)Nc3cccc(Cl)c3C)nn2)s1,4,-2,-1,-3,0.2,-4,-1,0.9,-5,8
CCC(C)(C)NC(=O)CN(C(=O)c1snc(C(N)=O)c1N)c1ccc2c(c1)OCO2,7,1,4,0,-0.9,3,5,-1.0,-4,-8
CC(=O)c1ccc(Nc2cc(C)nc3nc(C)nn23)cc1,1,-1,-6,-2,-4.2,-3,21,-0.5,-4,8
COC(=O)c1cc(S(=O)(=O)NCc2cc(OC)c(OC)c(OC)c2)cn1C,1,-2,-14,-7,-2.3,2,12,-1.6,-1,-9
Cn1nc([N+](=O)[O-])nc1S(C)(=O)=O,-1,-2,-4,3,1.6,1,-9,0.5,3,-3
COc1ccc(Cc2nnc3n2N=C(c2cc4ccccc4o2)CS3)cc1OC,-1,-1,12,1,-3.9,13,20,-0.1,-3,-14
C=CCSc1nc2c(cnn2-c2ccc(C)c(C)c2)c(=O)[nH]1,-2,-2,-8,-4,-0.5,2,3,-0.5,-4,-5
CC(C)N(Cc1nccn1C)C(=O)c1ccc(OC2CCN(C(=O)C3CC3)CC2)cc1,2,-1,-15,1,-3.4,0,17,0.6,4,-10
Oc1ccc(C=NN=Cc2ccco2)c(O)c1,-2,-5,5,-5,-4.1,3,18,1.2,0,-11
CCO[C@@H]1OC(C(=O)NCc2nc3ccccc3[nH]2)=C[C@H](C2CC2)[C@H]1CCCO,-2,5,-4,-5,-0.7,1,4,-0.3,-7,-9
CCOC(=O)C1(Cc2cccc(OC)c2)CCN(Cc2cccc(OC)c2O)CC1,-1,-4,1,.,5.6,-6,-31,0.4,-10,-16
O=C(CCN1C(=O)/C(=C\c2cccc(Br)c2)SC1=S)NCCCN1CCOCC1,3,-2,-6,-10,-1.8,-1,10,0.0,-2,2
Oc1c(CNc2ccccc2)cc(COCc2ccccc2)c2cccnc12,-10,-3,2,-1,2.2,4,-10,-2.0,-2,-16
Cc1nc2ccc(NC(=O)COc3ccccc3F)cc2s1,0,0,-4,-5,-2.5,0,13,-0.9,2,31
O=c1[nH]c(CSc2nc(-c3ccccc3)cs2)nc2ccccc12,5,-4,5,4,4.2,3,-28,-0.5,-2,-10
Fc1ccc(CCNc2ncnc3[nH]ncc23)cc1,0,3,2,.,0.7,0,-4,0.2,0,1
O=C(CNC(=O)c1ccc(Cl)cc1)OCC(=O)c1ccc2c(c1)OCCO2,-2,-4,4,-8,-2.1,-1,12,-1.6,-1,2
Cc1ccc(S(=O)(=O)N(CC(=O)Nc2ccc(F)cc2)C(=O)N2CCN(C)CC2)cc1,-2,0,-13,-1,-0.3,-1,2,-2.1,-5,2
N#CCSCC(=O)Nc1ccc(Br)cc1,2,2,-7,.,-0.6,5,3,4.6,2,9
COc1ccccc1-n1c(CNC(=O)c2ccc(S(=O)(=O)N3CCCCC3)cc2)n[nH]c1=S,2,-4,0,-2,-5.4,0,18,1.6,4,16
CCC1CCC(C(=O)NNC(=O)OC)CC1 (configuration not stated),-2,-3,-14,-5,-0.8,3,5,0.7,-5,-2
O=C(CNC(=O)c1cccc(Br)c1)N/N=C/c1cccs1,-2,-6,-3,-1,-1.4,4,7,0.4,-1,-13
Cc1nc2ccccc2c(=O)n1-c1ccc(NS(=O)(=O)c2ccccc2)cc1,8,-5,-4,3,-1.2,11,8,-0.1,6,-31
COCC(=O)n1nc(-c2ccc(C)cc2)nc1NCc1ccc(F)cc1,1,-3,-4,1,-0.4,2,2,-1.1,3,30
CCCc1cc(=O)[nH]c(SCC(=O)N2CCOCC2)n1,2,-5,12,1,0.6,7,-4,-0.6,-1,-5
CS(=O)(=O)N(CC(=O)N1CCCC1)Cc1ccccc1,0,6,-5,-3,-0.9,-5,4,1.2,-1,13
COc1cc(NC(=O)CC(C)S(=O)(=O)c2cc3c(cc2C)NC(=O)CO3)cc(OC)c1OC (configuration not stated),4,1,-8,-1,-3.6,0,19,-0.1,3,-1
O=C(CCN1CCN(c2ccccc2)CC1)N/N=C/c1ccc([N+](=O)[O-])o1,-2,-1,-9,4,6.8,4,-31,0.0,0,-27
COc1ccccc1N(Cc1ccccc1)S(=O)(=O)c1cccc(C(=O)Nc2cccc(C)n2)c1,0,-4,1,-4,0.6,4,-2,1.1,-3,11
CCc1ccc2nc(NC(=O)CN3C(=O)NC4(CCCC4)C3=O)sc2c1,0,1,1,.,0.0,2,0,0.2,-1,-6
CCCc1n(CC(O)COCC2CC=CCC2)c2ccccc2[n+]1C (configuration not stated),1,3,10,0,-0.9,2,4,-0.1,-2,-5
O=C(O)c1ccc(NCc2nc3ccccc3n2Cc2ccccc2)cc1,-3,-2,9,0,-3.1,6,16,0.3,-4,-20
COCCN(CCOC)S(=O)(=O)c1ccc(C(=O)Nc2nc(-c3ccccc3)c(C(=O)c3ccccc3)s2)cc1,6,3,3,-1,-3.1,6,17,8.2,2,12
CC(=O)c1c(OC(=O)c2ccccc2Br)ccc2c(C)cc(=O)oc12,1,-6,-5,4,-2.1,-4,13,3.0,2,11
COc1ccc(S(=O)(=O)N(C)CC(=O)Nc2ccc3c(c2)OCCO3)cc1,0,3,-4,-3,0.5,1,-3,-1.1,-6,-7
CN1CCC(=C(c2ccccc2)c2ccc(Br)cc2)CC1,0,-1,-7,11,-0.8,-4,4,0.0,3,-19
Clc1nc2c(ccc3ccccc32)[nH]1,-1,.,.,-4,.,.,.,-1.1,-2,.
COc1ccccc1OCC(=O)NCC(C)NC(=O)COc1ccccc1OC (configuration not stated),-4,2,-19,.,-1.3,4,7,2.7,-2,-10
Cc1ccnc2nc(C(=O)Nc3ccc(N4CCOCC4)cc3)nn12,3,-4,-7,2,-1.2,2,6,0.0,-1,-4
COc1ccc2c(c1)CCC(C)N2C(=O)C(=O)c1c[nH]c2ccccc12 (configuration not stated),1,-1,1,-7,-1.6,2,8,-1.1,3,-6
C=CCN(C)NC(=O)Nc1ccccc1,-1,-1,-11,-1,-3.5,7,20,-0.5,-3,-20
Cc1nnc(SCc2ccc(Cl)cc2)n1CC1CCCO1 (configuration not stated),-3,-3,2,5,-1.0,7,6,1.6,-1,-19
COc1nc(N(C)C)nc(N(C#N)CCOC(C)=O)n1,-8,2,-5,3,-0.5,2,3,-8.7,-2,-7
CC1(C)CC2CC(C)(CN2C(=O)COc2cccc3ccccc23)C1 (configuration not stated),0,-2,1,-4,1.5,-3,-9,-3.4,-2,18
O=C(O)CNC(=S)N(Cc1ccccc1)Cc1cccnc1,-1,3,-2,-2,-1.7,-1,8,0.7,5,3
Cc1ccc(NC(=O)C(=O)NN)cc1,-1,3,2,-2,-0.3,0,1,0.8,0,-19
O=C(CSc1nc2ccccc2s1)NNC(=S)Nc1ccccc1,-1,17,-13,-2,-2.1,5,10,-0.3,-1,-16
CCCCc1c(O)n2c(nc3ccccc32)[nH]c1=O,0,1,-4,-2,0.3,3,-2,0.0,-4,-9
